Compound activity deposited in PubChem BioAssay by The Scripps Research Institute Molecular Screening Center.
TbREL1 inh – TbREL1 RNA ligase inhibitors, primary screen, biochemical, FRET fluorescence; RNA-editing ligase 1, mitochondrial (Trypanosoma brucei brucei), P86926; TbREL1 RNA ligation; inhibition, % at 9.66 µM; actives 0.49% (n = 89,000); AID 1117264, 2014;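 active = inhibition above the mean inhibition across all screened compounds plus 3 SD, cut at about 11% in these data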;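 also: 0% = plate median of test wells and 100% = NSC42067 control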
Target sequence (P86926 whole entry, looked up): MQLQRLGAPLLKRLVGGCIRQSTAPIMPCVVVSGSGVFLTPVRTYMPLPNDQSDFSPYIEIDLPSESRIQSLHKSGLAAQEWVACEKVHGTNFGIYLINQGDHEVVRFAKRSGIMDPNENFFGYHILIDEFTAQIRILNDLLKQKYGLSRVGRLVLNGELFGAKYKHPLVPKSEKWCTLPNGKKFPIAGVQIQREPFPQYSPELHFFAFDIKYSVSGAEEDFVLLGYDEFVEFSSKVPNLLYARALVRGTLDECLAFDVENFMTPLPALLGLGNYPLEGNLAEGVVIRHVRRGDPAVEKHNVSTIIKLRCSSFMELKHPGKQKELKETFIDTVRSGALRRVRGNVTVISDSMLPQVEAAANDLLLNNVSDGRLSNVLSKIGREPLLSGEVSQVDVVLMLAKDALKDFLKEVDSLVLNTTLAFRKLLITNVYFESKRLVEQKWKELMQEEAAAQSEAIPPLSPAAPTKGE
Starred values were filed as active, the others as inactive. These rows are one share of the data (hit frequency here may not be typical).

The first five compounds as a preview:
nr	TbREL1 inh	molecule
1	-2	COc1ccc(NS(=O)(=O)c2ccc(O)c(NC(=O)c3ccc(S(=O)(=O)N4CCCCCC4)cc3)c2)cc1
2	2	COCC(=O)N/N=C(\C)CC(=O)Nc1ccccc1C(N)=O
3	-1	CCN(CC)S(=O)(=O)c1ccc(C)c(NC(=O)CNc2cccc(S(=O)(=O)N3CCOCC3)c2)c1
4	1	CCOC(=O)c1nnn(-c2ccccc2)c1C
5	1	C=CCn1c(=NC(=O)c2cccs2)sc2cccc(OC)c21

Main list, previewed entries included:
nr	TbREL1 inh	molecule
1	-2	COc1ccc(NS(=O)(=O)c2ccc(O)c(NC(=O)c3ccc(S(=O)(=O)N4CCCCCC4)cc3)c2)cc1
2	2	COCC(=O)N/N=C(\C)CC(=O)Nc1ccccc1C(N)=O
3	-1	CCN(CC)S(=O)(=O)c1ccc(C)c(NC(=O)CNc2cccc(S(=O)(=O)N3CCOCC3)c2)c1
4	1	CCOC(=O)c1nnn(-c2ccccc2)c1C
5	1	C=CCn1c(=NC(=O)c2cccs2)sc2cccc(OC)c21
6	-1	CCOC(=O)C1=C(C)NC2=C(C(=O)C(C(=O)OCC)C(c3ccccc3OC)C2)C1c1ccccn1 (stereo not drawn)
7	-8	O=C(NCc1ccc(F)cc1)c1cccc2c1C(=O)c1ccc(N3CCC(Cc4ccccc4)CC3)cc1S2(=O)=O
8	2	O=c1cnn(-c2ccc(Cl)cc2Cl)c(-c2ccccc2)c1
9	-1	CCCOc1ccc(C(=O)Nc2cc(S(=O)(=O)N3CCOCC3)ccc2N2CCOCC2)cc1
10	-1	COc1ccc(C=C2SC(=S)N(CCCC(=O)Nc3ccc(C(=O)O)c(O)c3)C2=O)cc1OC
11	0	CCCC(=O)N1CCN(c2ccc(NC(=O)c3ccc(OCC)c([N+](=O)[O-])c3)cc2)CC1
12	0	CN1C2CCCC1CC(NC(=O)c1nn(C)c3ccccc13)C2 (stereo not drawn)
13	-2	COc1ccc2c(c1)c(/C=N/Nc1ccc(C(=O)O)cc1)c(C)n2C
14	-1	O=c1c(-c2nc3ccccc3s2)cccn1Cc1ccccc1
15	-5	COc1ccc(C2=CN(Cc3ccccc3)CCC2=O)cc1
16	1	COc1ccc(S(=O)(=O)N2CCC3CC2c2cc(-c4ccc5c(c4)OCO5)ccc23)cc1 (stereo not drawn)
17	-3	CC(C)NC(=S)n1cc(C(=O)c2cc(Cl)cc(Cl)c2O)cn1
18	2	CCC(=O)NC1(C(F)(F)F)C(=O)Nc2c1c(=O)n(C)c(=O)n2C (stereo not drawn)
19	4	Cc1nnc(NNS(=O)(=O)c2ccc(Cl)cc2)[nH]c1=O
20	-3	CCCCNC(=O)CCC(=O)NNc1nc2ccccc2c2nc(-c3ccccc3)nn12
21	-3	CC(/C=N/n1c(C2CCCCC2)n[nH]c1=S)=C\c1ccccc1
22	2	Cc1noc(C)c1S(=O)(=O)N1CCC(C(=O)NC2CCCc3ccccc32)CC1 (stereo not drawn)
23	-1	CCc1ccc2cc3c(cc2n1)C(=O)c1ccccc1-3
24	-1	Cc1cccc(C)c1NC(=O)CNC(=O)c1c(C)nn(-c2ccccc2)c1C
25	3	CCOc1cc(-c2cc(-c3ccc(OC)cc3)nc(N)c2C#N)ccc1O
26	1	N#Cc1c(-c2ccccc2)nc(SCc2nc(N)nc(N3CCCCC3)n2)[nH]c1=O
27	2	CC1CC(C)CN(C(=O)COC(=O)c2ccc3ncsc3c2)C1 (stereo not drawn)
28	2	CCOc1cc(CNCc2cccnc2)ccc1OCC(=O)NC(C)(C)C
29	-9	CN(C)c1ccc(CNCc2cccnc2)cc1
30	8	Cc1ccccc1S(=O)(=O)N1CCC(c2nc3ccccc3o2)CC1
31	-5	O=C(c1cccc(-c2ccc(O)cc2)c1)N1CCN(c2ccc(F)cc2)CC1
32	5	O=C(COC(=O)c1ccccc1NC(=O)c1ccco1)NC1CCCCC1
33	-1	CC(C)c1ccc(NC(=O)NCc2cccnc2)cc1
34	3	COc1cc(/C=C/C(=O)OCC(=O)N2CCCC2)cc(OC)c1OC
35	-1	CN1C(=O)C(c2cn(C)c3ccccc23)(c2cn(C)c3ccccc23)c2ccccc21
36	0	O=C(Nc1ccnc(-c2ccncc2)n1)c1ccc(F)cc1
37	2	COc1ccc(Cc2c(C3CCCCC3)nc3c(C)cc(Br)cn23)c(C)c1
38	-5	Cc1cccc(N2CCN(C(=O)Cn3c(=O)[nH]c4ccsc4c3=O)CC2C)c1 (stereo not drawn)
39	-1	CC(=O)C1C(c2ccc(C)cc2)c2c(noc2C)CC1(C)O (stereo not drawn)
40	10	CC(C)OC(=O)CSc1nnc(-c2ccccc2)n1N
41	-1	Cc1cc(C)c(N(C(=O)c2csnn2)C(C(=O)NC(C)(C)C)c2ccncc2)c(C)c1 (stereo not drawn)
42	0	Cc1ccc(C)c(NC(=O)c2ccc(S(=O)(=O)C(F)F)cc2)c1
43	2	O=C(Nc1nnc(S(=O)(=O)N2CCCCCC2)s1)c1ccccc1Cl
44	2	Cc1nnc(SCC(=O)NCc2ccc3c(c2)OCO3)n1C
45	0	CCC(C)Nc1nc(C)nc2c1nnn2Cc1ccccc1 (stereo not drawn)
46	-3	N#CCCN(C(=O)COC(=O)Cc1ccc(Br)cc1)c1ccccc1
47	1	COC(=O)C1=C(C)N(c2cccc3ccccc23)C(=O)C1
48	-3	CCCCn1c(N)c(N(CC(C)C)C(=O)CC(NC(=O)c2ccccc2Cl)c2ccccc2)c(=O)[nH]c1=O (stereo not drawn)
49	-2	CCOc1ccc(NC(=O)C2CCC(CNc3c(N4CCC(C)CC4)c(=O)c3=O)CC2)cc1 (stereo not drawn)
50	-2	O=C(NCCN1CCN(C(=O)c2ccc([N+](=O)[O-])cc2)CC1)C(=O)Nc1ccc(F)cc1
51	-1	CCN(C(=O)C1CCCN1S(=O)(=O)c1ccc2c(c1)n(C)c(=O)c(=O)n2C)c1ccccc1 (stereo not drawn)
52	3	CC(=O)c1c(C)n(-c2ccccc2)c2ccc(OCC(N)=O)cc12
53	-3	CC(C)(C)NC(=O)CSc1ncnc2c1cnn2-c1ccccc1
54	-4	CC(=O)c1c(C)[nH]c(C(=O)OCc2nnc(-c3ccccc3)o2)c1C
55	1	O=C(CSc1nnnn1-c1ccc2c(c1)OCCO2)c1cccc2c1OCCO2
56	1	CCOC(=O)c1ccc(NC(=O)c2nccnc2C(=O)O)cc1
57	2	COc1cc(OC)cc(-c2cc3nc(C)c(CCC(=O)Nc4nc(C)cs4)c(C)n3n2)c1
58	1	Cc1ccc(CNC(=O)c2cn(C)c3ccc(S(=O)(=O)N4CCOCC4)cc3c2=O)cc1
59	-1	Cc1ccc(OC2CCN(C(=O)C3CCC(=O)N(C4CC4)C3)CC2)cc1 (stereo not drawn)
60	4	COc1ccc(C=O)cc1COc1ccc(Cl)cc1[N+](=O)[O-]

Carrying on.
nr	TbREL1 inh	molecule
61	-3	NS(=O)(=O)c1ccc(CCNC(=O)c2ccc(Cn3c(=O)[nH]c4ccccc4c3=O)cc2)cc1
62	0	NC(=O)C[C@@H]1NC(=O)c2cc([N+](=O)[O-])cc(F)c2NCCCC[C@@H](C(N)=O)NC(=O)[C@H](CO)NC1=O
63	2	Cc1ccc(S(=O)(=O)N2CCCCC2)cc1C(=O)Nc1ccc(S(=O)(=O)Nc2ncccn2)cc1
64	7	CCCC[C@H]1C2CC(OC(=O)Nc3ccc(C(F)(F)F)cc3)C(C2)[C@H]2CCCCN21 (stereo partly drawn)
65	2	CCCCCOC(=O)Nc1ccc(S(=O)(=O)Nc2cccc([N+](=O)[O-])c2)cc1
66	1	Cc1cc(NC(=O)CCN2CCN(CCO)CC2)ccc1Br
67	5	O=C(CCNS(=O)(=O)c1ccccc1)OCc1nc2ccsc2c(=O)[nH]1
68	3	NNc1nc(-c2ccccc2)nc(-c2ccccc2)c1Br
69	-3	CCCn1c(N2CCN(C(=O)Nc3ccc(Cl)cc3)CC2)nc2ccccc21
70	1	COc1ccc2sc(-c3ccccc3OC)c(-c3ccc(OC)c(F)c3)c2c1
71	-2	CCOc1cc(/C=C2\C(=O)N(CCC#N)N=C2C)ccc1OCC(N)=O
72	6	Cc1cc(C)n(CCNC(=O)[C@@H](Cc2ccccc2)NC(=O)[C@H]2O[C@@H](n3ccc(=O)[nH]c3=O)[C@H](O)[C@@H]2O)n1
73	-1	O=C(OCC(=O)N1CCC(Cc2ccccc2)CC1)c1ccccc1F
74	-1	O=C1CCCC(=O)C1=C1SCCS1
75	-1	COc1ccc(-c2cc(C(=O)N3CCN(c4ccccc4)CC3)no2)cc1OC
76	4	CCOCCN(C(=O)c1ccccc1Cl)c1cccc(C)c1C
77	2	COc1ccccc1NC(=O)C(C)OC(=O)c1ccc(-n2cnnn2)cc1 (stereo not drawn)
78	2	O=C(Nc1ccc(-c2csc(Nc3ccccc3)n2)cc1)c1ccccc1
79	1	CC(C)CNC(=O)c1ccccc1SCC(=O)NC12CC3CC(CC(C3)C1)C2
80	2	N#C/C(=C\c1ccc(N2CCOCC2)o1)C(=O)NC1CCCCC1
81	1	Cc1ccnc(N2C(=O)OC(C)(C)C2(C)O)c1 (stereo not drawn)
82	4	C=CCn1c(=O)c2c3c(sc2n2c(Nc4ccc(OC)cc4)nnc12)CCCC3
83	-1	COc1ccc(CNC(=O)COC(=O)c2ccc(OCC3CCCO3)cc2)cc1 (stereo not drawn)
84	-5	O=[N+]([O-])c1ccccc1/C=N/n1c(COc2ccccc2)n[nH]c1=S
85	-1	CCOC(=O)[C@H]1[C@H]2COc3cc(OC)ccc3[C@@H]2N2C(=O)CN(Cc3ccc(OC)cc3)C(=O)[C@@]12C
86	6	CC(=O)Nc1ccc(C(=O)OC2CCOC2=O)cc1 (stereo not drawn)
87	-1	COc1ccc(CN2C(=O)CN=C2Nc2cc(C)ccc2C)cc1
88	2	COc1ccc(N(CC(=O)NCc2cccs2)S(=O)(=O)c2cccnc2)cc1
89	8	COc1ccccc1C1NC(=O)NC(C)=C1C(=O)OC1CCCCC1 (stereo not drawn)
90	-2	CS(=O)(=O)N(CCc1ccccc1)CC(N)=O
91	-3	O=C(N/N=C/c1cc(Br)ccc1O)Nc1ccccc1
92	0	O=C(CCS(=O)(=O)c1ccc2c(c1)NC(=O)CO2)NCCc1ccccc1
93	-3	Cc1c(OCC(=O)OC(C)C)ccc2c3c(c(=O)oc12)CCC3
94	-1	O=C(Nc1ccc(OC(F)(F)F)cc1)Nc1nc2ncccn2c1-c1ccc(C(F)(F)F)cc1
95	-3	CCCCNC(=O)O[C@H]1C[C@@H]2CCN3C(=O)CCC(C)(C)[C@H](C1)[C@H]23
96	1	Cc1ccc(CN(C(=O)c2cc(=O)c3cc(C)cc(C)c3o2)C2CCS(=O)(=O)C2)cc1 (stereo not drawn)
97	1	Cc1ccc(NC(=O)c2ccc(C(C)(C)C)cc2)cc1[N+](=O)[O-]
98	-1	O=C(NCCCCc1ccccc1)Nc1ccc(F)cc1F
99	3	Cc1noc(C)c1S(=O)(=O)N1CCC(C(=O)N2CCC(C)CC2)CC1
100	0	FC(F)(F)c1ccc(Sc2nnc(-c3cccs3)n2CC2CCCO2)nc1 (stereo not drawn)
101	-1	CN(CC(=O)Nc1ccc(Cl)c(C(F)(F)F)c1)C(=O)CC1Sc2ccccc2NC1=O (stereo not drawn)
102	-1	CN(C)CCN(C(=O)/C=C/c1cccs1)c1nc2ccc(F)cc2s1
103	3	COc1ccc(OC)c(-c2csc(NC(=O)Cc3ccccc3OC)n2)c1
104	-1	O=C(N/C(=C\c1ccccc1)C(=O)N1CCN(CCO)CC1)c1ccccc1
105	-2	CCN(CC(=O)Nc1ccccc1OC)C(=O)/C=C/c1cccs1

4 entries from above, reformatted.
[95] CCCCNC(=O)O[C@H]1C[C@@H]2CCN3C(=O)CCC(C)(C)[C@H](C1)[C@H]23
  TbREL1 inh: -3
[103] COc1ccc(OC)c(-c2csc(NC(=O)Cc3ccccc3OC)n2)c1
  TbREL1 inh: 3
[100] FC(F)(F)c1ccc(Sc2nnc(-c3cccs3)n2CC2CCCO2)nc1 (stereo not drawn)
  TbREL1 inh: 0
[94] O=C(Nc1ccc(OC(F)(F)F)cc1)Nc1nc2ncccn2c1-c1ccc(C(F)(F)F)cc1
  TbREL1 inh: -1

New compounds follow.
nr	TbREL1 inh	molecule
106	7	COC(=O)C1C(c2ccccc2)C(C(=O)N2CCOCC2)C1c1ccccc1 (stereo not drawn)
107	0	COC(=O)c1ccc2nc(-c3ccc(F)cc3)c(Cc3ccccc3C(F)(F)F)n2c1
108	1	O=C(O)c1cc(-c2cccs2)nn1-c1ccc(F)cc1
109	1	O=C(CSc1ccc2c(c1)OCCO2)Nc1ncccc1O
110	-1	Cc1ccc(NC(=S)Nc2ccc(S(=O)(=O)Nc3ncccn3)cc2)c(C)c1
111	4	O=C(COC(=O)[C@H](Cc1c[nH]c2ccccc12)NC(=O)c1ccc(Cl)cc1)Nc1ccc2c(c1)OCO2
112	3	CC(=O)NCCOc1ccc2oc3ccccc3c2c1
113	1	Cc1ccc(OCCC(=O)Nc2ccc(C)c(S(=O)(=O)N3CCOCC3)c2)cc1
114	-2	CC(C)NC(=O)NC(=O)COC(=O)c1cccc(S(=O)(=O)N2CCCCC2)c1
115	-1	O=C(NCc1cccc(Cl)c1)c1ccc(-c2csnn2)cc1
116	0	CS(=O)(=O)N(Cc1ccccc1Cl)c1ccc(C(=O)N2CCCC2)cc1
117	-1	Cc1ccc(-c2csc(NC(=O)CCNC(=O)c3ccc(Cl)cc3)n2)cc1
118	3	COC(=O)C1=C(COc2ccccc2)NC(=O)NC1c1ccc2ccccc2c1 (stereo not drawn)
119	-3	C=CCn1c(O)c(N=Nc2ccccc2C)c2ccccc21
120	3	Cc1ccc(S(=O)(=O)CC(=O)Nc2ccc3nc(C)sc3c2)cc1
121	-5	CN1c2ccccc2Oc2nnc(N3CCN(Cc4ccccc4)CC3)cc21
